C2C12 statin: protects C2C12 myotubes from simvastatin toxicity; ATP luminescence, 48 h; scaled: DMSO 0, geranylgeraniol control 100; rescue of ATP level, % at 7.49 µM; actives 0.78% (n = 330,000); AID 602340;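 active = mean ATP rescue above about 67%, or every replicate alone reaching that limit, limit read from the data, passing the limit was not always enough; inconclusive = no clear call, values can overlap the other calls; inactive = mean under the limit and some replicate under it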;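 also: myotubes were challenged with 10 µM simvastatin during compound exposure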
E-sel inducer: E-selectin induction on HUVECs; actives 0.37% (n = 260,000); HUVEC E-selectin immunofluorescence imaging; normalized: neutral wells 0, TNF-alpha wells 100; activation, % at 7.58 µM; AID 686992; P16581;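 active = mean E-selectin-positive cell signal at least 10% of the positive control, reached in at least 60% of replicates, without over 20% cell loss; inconclusive = no rule given, readout overlaps actives, possibly toxicity-flagged; inactive = the rest, including those meeting only one limit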;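 also: in these data hits start at about 27%; measured in HUVEC primary endothelial cells; signal is the percent of cells scored E-selectin positive by PE staining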
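Test system: HUVEC | Signal: Immunofluorescence imaging | Read-out: Percent E-selectin-positive cells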
DENV2 CPE rescue: inhibitors of DENV2 cytopathic effect; CPE inhibition, % at 9.99 µM; DENV2-infected cells, cytopathic effect rescue, plate reader; actives 1.7% (n = 350,000); in the data active = CPE inhibition above about 20%, passing the limit was not always enough; inconclusive = no clear call, values can overlap the other calls; tested in BHK-21 cells;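 also: 0% = median of neutral control wells and 100% = median of positive control wells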
SIRT5 block: blocks human SIRT5 desuccinylation of peptide; Q9NXA8; Purified SirT5, succinyl-peptide AMC, trypsin-coupled fluorescence; inhibition, % at 15 µM; actives 1.1% (n = 330,000); in the data active = inhibition above about 15%; inconclusive = no clear call, values can overlap the other calls
Target sequence (Q9NXA8 whole entry, looked up): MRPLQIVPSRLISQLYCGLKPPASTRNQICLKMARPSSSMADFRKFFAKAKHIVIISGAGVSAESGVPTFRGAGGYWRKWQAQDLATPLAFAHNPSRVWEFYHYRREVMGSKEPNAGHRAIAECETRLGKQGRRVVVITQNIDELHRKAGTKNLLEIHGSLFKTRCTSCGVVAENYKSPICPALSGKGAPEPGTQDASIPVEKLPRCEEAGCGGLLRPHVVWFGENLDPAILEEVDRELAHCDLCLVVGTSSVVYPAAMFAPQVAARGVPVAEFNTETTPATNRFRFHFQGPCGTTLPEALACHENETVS
PglD DTNB: inhibitors of Campylobacter jejuni PglD acetyltransferase; purified PglD enzyme, DTNB colorimetric CoA detection; inhibition, % at 12.5 µM; actives 0.098% (n = 360,000); AID 602405; in the data active = inhibition above about 16%, passing the limit was not always enough; inconclusive = no clear call, values can overlap the other calls; also: strong numbers were not always called active
ERp5 block: inhibitors of human ERp5; Q15084; ERp5 insulin aggregation, absorbance 650 nm, 90 min; inhibition, % at 9.99 µM; actives 0.05% (n = 350,000);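 active = mean replicate inhibition above about 25%, with every replicate also reaching it, limit read from the data, passing the limit was not always enough; inconclusive = only one of those two criteria met; inactive = neither criterion met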
Target sequence (Q15084 whole entry, looked up): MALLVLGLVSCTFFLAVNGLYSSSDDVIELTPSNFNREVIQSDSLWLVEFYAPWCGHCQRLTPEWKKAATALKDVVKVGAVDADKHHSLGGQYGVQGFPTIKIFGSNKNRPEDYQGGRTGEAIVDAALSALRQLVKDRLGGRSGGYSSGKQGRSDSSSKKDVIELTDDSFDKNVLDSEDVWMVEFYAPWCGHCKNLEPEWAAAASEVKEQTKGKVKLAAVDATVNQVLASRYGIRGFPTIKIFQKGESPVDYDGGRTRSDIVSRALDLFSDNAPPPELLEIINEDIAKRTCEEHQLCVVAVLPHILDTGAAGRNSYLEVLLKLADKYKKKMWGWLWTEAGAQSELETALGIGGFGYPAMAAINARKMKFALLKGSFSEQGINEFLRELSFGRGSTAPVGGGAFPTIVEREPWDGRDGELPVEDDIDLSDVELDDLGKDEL
S100A4 inh HTS: inhibitors of human S100A4 binding to myosin IIA peptide | S100A4/TAMRA-MyoIIA peptide fluorescence polarization | inhibition, % at 10.7 µM | actives 0.14% (n = 360,000);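 active = mean inhibition of at least 70% across replicates, with every replicate also reaching that level; inconclusive = mean inhibition reaches 70% but some replicates fall short; inactive = mean inhibition below 70%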
Target sequence (P26447 whole entry, looked up): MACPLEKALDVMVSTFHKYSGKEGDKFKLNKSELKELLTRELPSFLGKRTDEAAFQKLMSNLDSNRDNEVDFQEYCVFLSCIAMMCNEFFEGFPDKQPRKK
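System – human S100A4 monomer protein, biochemical binding assay · Buffer or medium – Calcium-containing HEPES buffer, pH 7.2 · Timing – 5 min between mix addition and reading · Also added – TAMRA-labelled myosin IIA heavy-chain peptide probe, 5 nM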
Numbers without * were called inactive; ? = inconclusive; · = no result given. These rows are one share of the data; count on the stated rates, not on these rows.

SMILES	C2C12 statin	E-sel inducer	DENV2 CPE rescue	SIRT5 block	PglD DTNB	ERp5 block	S100A4 inh HTS
COc1ccc(N2CCN(C(=O)CCS(=O)(=O)c3ccc4c(c3)CCN4C(=O)C3CC3)CC2)cc1	11.2	·	4.3	-1.7	0.0	4.4	-1.5
COc1ccc(NC(=O)Nc2ccc3c(c2)C(=O)N([C@@H](C)CO)C[C@@H](C)[C@H](CN(C)S(=O)(=O)c2cccs2)OCCCC[C@H](C)O3)cc1	·	0.7	2.2	-0.3	0.1	2.4	4.8
CNC(=O)c1c(Cl)cnn1-c1ccc(C)cc1	·	·	3.2	2.4	·	-8.5	0.3
CN(c1ccccc1)S(=O)(=O)c1ccc(NC(=O)c2ccc(F)cc2)cc1	·	·	2.8	-2.1	·	3.1	0.3
CN(C)c1ccc(Cl)cc1N	·	1.7	-3.6	-0.5	·	-6.4	-1.5
COC(C(=O)NNC(=O)Cc1ccc(Cl)cc1)c1ccccc1 (centres undefined)	-8.5	0.3	-4.8	-4.3	·	-7.3	6.5
O=C(Nc1nnc(C2CC2)s1)C1=NN(C2CCS(=O)(=O)C2)C(=O)CC1 (centres undefined)	6.2	-2.3	-2.4	-0.5	·	0.4	-6.0
O=C1C=C(c2cccnc2)CCC1	8.2	-0.1	·	·	0.0	·	·
COc1ccccc1S(=O)(=O)Nc1ccc(S(=O)(=O)Nc2nccs2)cc1	8.6	·	-7.5	0.3	-0.4	-5.0	5.1
COc1ccc(-c2nc(-c3ccccc3)nc(Cl)c2C#N)cc1	0.4	-0.8	·	·	0.7	·	·
CC(/C=C/c1ccccc1F)=N\NC(=O)c1ccc(Cl)cc1	-15.9	·	-7.8	0.6	·	-2.8	-5.7
O=C(Cc1ccccc1)N1CC(=O)N2[C@H](C1)[C@@H](c1ccc(C#Cc3ccccc3)cc1)[C@@H]2CO	·	-0.7	7.2	-0.1	·	2.3	-1.9
CCC(C)[C@H](NC(=O)[C@@H]1Cc2ccccc2CN1)C(=O)NCc1ccc(C)cc1 (some centres undefined)	2.8	·	92.0*	0.4	1.9	-2.1	-3.5
CCCC(=O)Nc1nnc(S(=O)(=O)N(CC)c2ccc(OC)cc2)s1	-1.7	0.2	-2.2	3.2	1.7	3.0	-6.8
CC#CCN1c2ccccc2[C@]23C[C@@H](C(=O)OC)N(C(=O)c4ccco4)C2=NC(C(=O)OC)=C(C(=O)OC)[C@H]13	6.1	0.0	13.3	·	-6.4	-2.6	-0.1
Cn1nc(C2CC2)cc1NC(=O)C1(C)CCN1C(=O)CC(c1ccccc1)c1ccccc1 (centres undefined)	17.9	-0.2	0.4	-0.7	-0.3	5.0	1.2
O=C(NCc1ccccc1)C(c1ccc(-c2ccccc2)cc1)N1CCN(C(=O)C2CCCO2)CC1 (centres undefined)	·	-0.1	19.6	2.5	·	4.2	-9.7
COc1cccc(CNC(=O)[C@H]2CCCN2C(=O)[C@H]2CCCN2C(=O)c2cccc(Cl)c2)c1	·	-0.1	2.5	·	·	5.7	0.0
O=C(O)Cc1sc(NC2CCCCC2)nc1-c1ccc(Cl)cc1	5.9	·	0.4	-2.9	-2.7	-0.7	2.3
COc1ccc(C)cc1NC(=O)COC(=O)c1ccc2c(c1)OCCO2	1.8	·	-7.3	0.4	-1.2	-3.7	9.4
CC(C)NCCCCOc1ccc(Br)cc1Cl	·	·	6.2	-1.7	·	-6.4	-9.5
CCCNC(=O)N1CC2(CCN(C(=O)c3cccc(F)c3)CC2)c2c([nH]c3cc(OC)ccc23)[C@@H]1CO	·	0.1	-6.0	-0.2	·	2.8	0.7
Cn1c(=O)oc2cc(S(=O)(=O)CCC(=O)N3CCN(c4ccccc4)CC3)ccc21	-16.7	-0.4	-4.1	-4.5	-7.8	-5.7	-6.5
CCCN1[C@@H]2c3ccc(/C=C/c4ccccc4)c(=O)n3C[C@@H]2[C@@H](CO)[C@@H]1C(=O)NCC	4.7	0.1	-2.8	-38.4	-0.5	-0.7	-13.0
COc1ccc(C(=O)c2cnc(C(C)C)n2C)cc1	-1.6	·	·	-1.5	3.9	-0.4	-0.1
O=c1n(Cc2ccccc2)c(O)c2n1Cc1ccccc1N=C2c1ccccc1	-2.9	1.0	-2.0	-6.4	3.0	1.7	-0.6
CN(C)c1ccc(N=Nc2cccc3ccoc23)cc1	-9.4	0.8	-5.0	-3.5	7.0	2.3	-11.5
CSc1sc(C(=O)NN)c2c1C(O)CCC2 (centres undefined)	-9.0	0.0	-15.2	·	2.3	3.9	1.8
CO[C@@H]1CN(C)C(=O)c2ccc(NS(=O)(=O)c3ccccc3)cc2OC[C@H](C)N(Cc2cccnc2)C[C@H]1C	-5.6	0.1	-2.2	2.4	-1.9	-2.8	-2.0
CCN1C(=O)NC2C1N(S(C)(=O)=O)CCN2S(C)(=O)=O (centres undefined)	-7.2	·	·	-4.9	-5.4	-0.7	-0.8
Cc1ccc(CS(=O)(=O)CCC(=O)O)cc1	-3.0	4.2	4.6	·	1.7	-0.8	-3.8
CC(C)NC(=O)N(C)C[C@@H]1Oc2cc(Br)ccc2S(=O)(=O)N([C@H](C)CO)C[C@@H]1C	14.9	-0.4	0.8	-1.4	1.5	0.5	-6.5
COc1ccc(NC(=O)c2ccc3c(=O)n(-c4ccc(OC)cc4OC)c(=S)[nH]c3c2)c(OC)c1	·	·	1.0	-1.5	·	2.5	3.1
COc1ccc(C(=O)c2c(O)cc(-c3ccc(OC)cc3)oc2=O)cc1	·	1.1	3.9	5.7	·	-5.9	-3.7
CC(=O)Nc1cccc(NC(=O)c2ccc([N+](=O)[O-])cc2Cl)c1	·	-0.7	5.8	-6.5	10.3	1.1	-1.4
Cc1cccc(C(=O)N2CCCC(c3nc(-c4ccc(F)cc4)no3)C2)c1 (centres undefined)	-13.3	0.3	-1.8	-5.3	2.9	7.5	-0.9
COCCOC(=O)c1c(C)n(C)c2ccc(OC(=O)c3c(OC)cccc3OC)cc12	-15.8	0.2	8.7	-1.0	-3.8	0.5	-1.2
CN1CCCCN2[C@H](CO)[C@H](c3ccc(-c4ccc(F)cc4)cc3)[C@H]2C1	-10.4	0.0	·	·	0.7	·	·
Cc1ccc(S(=O)(=O)N(C)C[C@H]2Oc3c(NC(=O)C4CC4)cccc3C(=O)N([C@H](C)CO)C[C@H]2C)cc1	-20.2	1.9	-1.7	-12.3	7.2	-3.7	-12.2
COCC(=O)N1CCC(Oc2ccc(C(=O)N3CCSCC3)cc2)CC1	-26.4	-0.4	5.9	-1.5	-0.3	6.7	-0.8
Cc1ccc(NC(=O)c2c(C)noc2-c2snnc2C)cc1	0.4	·	3.4	1.6	·	10.2	-1.5
O=C(CC1Sc2ccccc2NC1=O)Nc1cccnc1 (centres undefined)	·	·	2.3	-3.6	·	6.7	-4.7
COc1ccccc1CCC(=O)N1CCC(n2nccc2NC(=O)CC(C)C)CC1	-6.5	-0.1	?	-2.8	-5.2	8.5	1.2
COc1ccc(Cc2nnc(NCCO)[nH]c2=O)cc1OC	-2.7	0.8	-3.3	-2.8	7.8	2.0	-10.1
CCC(C(=O)Nc1cccc(C(=O)O)c1)c1ccccc1 (centres undefined)	·	·	0.2	-0.8	·	0.5	-2.2
CC(CCc1ccccc1)NC(=O)/C=C/c1ccccc1 (centres undefined)	1.4	·	·	·	-6.8	·	14.3
OC[C@@H]1[C@@H](c2ccc(-c3cccc(F)c3)cc2)[C@@H]2CN(Cc3cncnc3)CCCCN12	-2.3	-0.3	46.7*	-1.6	5.2	-1.7	-5.2
CNC[C@@H]1OCCCC[C@H](C)Oc2ccc(NS(C)(=O)=O)cc2C(=O)N([C@H](C)CO)C[C@@H]1C	-3.5	0.0	1.3	0.7	7.9	0.4	6.2
CNC(=O)C[C@@H]1CC[C@@H]2[C@@H](COc3ccc(NC(=O)Nc4cccc(Cl)c4)cc3C(=O)N2C)O1	26.8	0.0	3.5	-2.1	2.0	9.3	5.7
CSCCC1NC(=O)N(CC(=O)Nc2cccc(S(=O)(=O)N3CCCCCC3)c2)C1=O (centres undefined)	-4.5	-2.2	4.7	-4.1	-4.9	2.7	12.6
CCCS(=O)(=O)N1CCc2cc(OC)c(OC)cc2C1	13.8	-0.1	·	·	-21.8	·	·
COc1ccc(-c2noc(CNC(=O)c3ccoc3C)n2)cc1OC	10.2	·	1.3	-1.0	-1.8	-1.2	-1.1
CCN(CC)S(=O)(=O)c1ccc(C)c(NC(=O)CN2CCN(C)CC2)c1	-26.2	1.5	5.8	-2.6	-0.8	-5.7	32.2
O=C(CSc1nnc(-c2ccccc2F)o1)NC1CC1	11.0	1.2	-3.9	-2.5	-1.3	2.2	0.9
CSCC(C)N1CCC(N2CCC(C(=O)NCc3ccccn3)CC2)CC1 (centres undefined)	·	0.1	-1.9	-0.6	-5.8	1.9	-2.0
CCN(CC)C(=O)CCCC(=O)N(CC)CC	·	·	4.3	1.7	·	3.8	-1.0
O=[N+]([O-])c1cc(Cl)ccc1Sc1cccc2cccnc12	-4.4	·	-1.6	5.4	-3.7	0.7	-4.3
N#Cc1ccc(S(=O)(=O)N2CCCCC2c2cc(C(=O)Nc3cccc4c3CCCC4)no2)cc1 (centres undefined)	-5.1	0.0	19.5	-4.7	1.4	4.8	-0.6
O=C(CN1c2cccc3cccc(c23)S1(=O)=O)Nc1ccc(F)c(F)c1F	10.2	-0.1	5.3	-2.5	2.5	-5.8	0.0
C=CCN(C(=O)Nc1ccc2c(c1)nc(C)n2C)c1ccccc1	-0.2	-0.1	-0.8	1.4	·	-5.6	-1.6

An excerpt from above in order of the PglD DTNB value, largest number first:
SMILES | DENV2 CPE rescue | SIRT5 block | PglD DTNB | ERp5 block | S100A4 inh HTS
CNC[C@@H]1OCCCC[C@H](C)Oc2ccc(NS(C)(=O)=O)cc2C(=O)N([C@H](C)CO)C[C@@H]1C | 1.3 | 0.7 | 7.9 | 0.4 | 6.2
COc1ccccc1CCC(=O)N1CCC(n2nccc2NC(=O)CC(C)C)CC1 | ? | -2.8 | -5.2 | 8.5 | 1.2
CC(CCc1ccccc1)NC(=O)/C=C/c1ccccc1 (centres undefined) | · | · | -6.8 | · | 14.3

Among those listed so far, these have a nitro group on carbon.
SMILES	C2C12 statin	E-sel inducer	DENV2 CPE rescue	SIRT5 block	PglD DTNB	ERp5 block	S100A4 inh HTS
CC(=O)Nc1cccc(NC(=O)c2ccc([N+](=O)[O-])cc2Cl)c1	·	-0.7	5.8	-6.5	10.3	1.1	-1.4
O=[N+]([O-])c1cc(Cl)ccc1Sc1cccc2cccnc12	-4.4	·	-1.6	5.4	-3.7	0.7	-4.3

Other structures follow:
SMILES	C2C12 statin	E-sel inducer	DENV2 CPE rescue	SIRT5 block	PglD DTNB	ERp5 block	S100A4 inh HTS
C[C@H](CO)N1C[C@H](C)[C@H](CN(C)Cc2ccc(C(=O)Nc3ccccc3N)cc2)Oc2ccc(NS(=O)(=O)c3ccc(F)cc3)cc2C1=O	33.6	·	-5.5	·	5.0	-2.7	10.9
Cc1ccccc1NC(=O)c1ccno1	23.3	-0.1	-2.1	-5.1	3.9	0.2	-7.0
Cc1c(C(=O)N2CC3(CC(c4cccc(NC(=O)CC(c5ccccc5)c5ccccc5)c4)=NO3)C[C@@H]2C(N)=O)cc([N+](=O)[O-])cc1[N+](=O)[O-] (some centres undefined)	16.0	1.1	-14.5	-2.9	-1.6	2.4	1.2
COc1ccc(NC(=O)N[C@H]2CC[C@H](CCNS(=O)(=O)c3ccccc3F)O[C@H]2CO)cc1	-13.2	0.2	8.8	-1.3	1.7	-1.2	-5.5
CCOc1ccccc1Oc1cn[nH]c1-c1ccc(O)cc1O	-1.6	0.1	-5.1	1.8	·	-0.2	-0.5
O=[N+]([O-])c1cc2c(cc1/C=N/NS(=O)(=O)c1ccc(Br)cc1)OCO2	·	·	-2.4	0.9	·	1.2	-3.1
